Screening data as filed in PubChem.
FAS-TE inh – FAS thioesterase (human) inhibition | 360,000 tested, 0.67% active | recombinant FAS-TE, OMFH fluorogenic substrate, fluorescence endpoint | inhibition, % at 15 µM | P49327;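 active means compounds whose normalised, plate-corrected inhibition of enzyme fluorescence in the single-dose primary screen is 50% or more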;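 further: 0% = DMSO with enzyme and 100% = substrate without enzyme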
MsrA act – activators of bovine methionine sulfoxide reductase A; purified bovine MsrA, absorbance read-out; activation, % at 10.6 µM; 360,000 tested, 0.3% active; AID 602163; in the data active means activation above about 7.5%;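 further: 0% = vehicle and 100% = reference activator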
MT1-MMP act inh – MT1-MMP (human) activation inhibition. 360,000 tested, 0.061% active. AID 651647. HT1080 RFP-PRO-GFP cells, GFP/RFP ratio fluorescence, overnight; percent of plate control window, DMSO zero. P50281. GFP/RFP ratio change, % at 20 µM;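 active means GFP/RFP ratio change of at least 30% with cell ATP level not reduced by more than half and red fluorescence within 50% of control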; further: strong numbers were not always called active
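Assay system: HT1080 cells carrying an RFP-PRO-GFP reporter | Dosing: Single dose of 20 µM compound, 1% DMSO final | Incubation: Cells overnight before dosing, compound overnight, 37 °C, 5% CO2 | Evaluation: GFP/RFP fluorescence ratio | Control set: DMSO and RFP-L50D-GFP cell wells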
E coli Lon inh – E. coli protease La inhibition; purified E. coli Lon protease, fluorescence polarization; 360,000 tested, 0.42% active; AID 602123; P0A9M0; inhibition, % at 7.94 µM; in the data active means inhibition above about 13%, passing the limit was not always enough;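 further: 0% = enzyme with probe and DMSO and 100% = no enzyme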
MsrA inh – bovine MsrA inhibition; AID 651718; inhibition, % at 15.5 µM; purified bovine MsrA, absorbance read-out; 360,000 tested, 0.75% active; in the data active means inhibition above about 4.5%;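 further: 0% = vehicle wells with enzyme and 100% = reference inhibitor wells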
PABP1 MLLE inh – blocks PAM2 peptide binding to the PABP1 MLLE domain; GST-MLLE / FITC-PAM2 fluorescence polarization; inhibition, % at 20 µM; 360,000 tested, 0.36% active; in the data active means inhibition above about 35%, passing the limit was not always enough;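 further: plate controls were DMSO wells with GST-MLLE for no effect and wells lacking GST-MLLE protein for full effect; some results filed as inactive read as strong as hits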
Rpn11 inh – inhibitors of human proteasome Rpn11; O00487; human 26S proteasome, Ub4-pepOG fluorescence polarization; 20S core pre-blocked with epoxomicin; calls only at 20 µM; 360,000 tested, 0.59% active; AID 588493;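 active means inhibition at 20 µM, scaled to each plate's controls, above about 33%, limit read from the data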
Rin1-Abl PPI inh – inhibitors of human Rin1-Abl protein interaction; P00519+Q13671; TR-FRET Rin1/Abl binding, biochemical; inhibition, % at 7.35 µM; 360,000 tested, 0.4% active; in the data active means inhibition above about 5%, passing the limit was not always enough
CSN deneddyl inh – CSN deneddylation inhibition | Purified CSN, SCF-Nedd8-OG deneddylation, fluorescence polarization | inhibition, % at 12.5 µM | 360,000 tested, 0.38% active | Q92905 | AID 651999;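 active means pattern-corrected inhibition above about 35%, with an unprinted fluorescence ratio check between 0.5 and 1.5, limit read from the data, passing the limit was not always enough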;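 further: 0% = enzyme with substrate and 100% = substrate without enzyme; some results filed as inactive read as strong as hits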
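Schedule: reaction 90 min, room temperature / Assay system: HEK293T-derived human Csn5 enzyme / Input: Csn5 at 0.24 nM final / Measure: inhibition of Csn5 cleavage, % / Control set: substrate-only high control, full reaction low control / Technique: fluorescence polarization of the substrate / Buffer or medium: Tris/NaCl/DTT buffer, pH 7.5 / Reagent: SCFSkp2-Nedd8OG substrate at 10 nM final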
Active calls of the source: *; i = inactive.

compound	FAS-TE inh	MsrA inh	E coli Lon inh	CSN deneddyl inh	MT1-MMP act inh	Rin1-Abl PPI inh	Rpn11 inh	PABP1 MLLE inh	MsrA act
CC(C)C(=O)Nc1ccc(COc2ccccc2CN(Cc2ccccc2)C(=O)OC(C)(C)C)cc1	15.4	-0.8	-2.7	3.1	-3.4	-5.2	i	3.6	-2.5
CCCc1nnc(SCc2ccc(OC)cc2)n1N	-1.5	-0.8	-8.0	0.5	4.9	-0.1	i	-7.9	2.0
COC(=O)c1ccc(Sc2ccc(Cl)cc2)c(N)c1	32.5	0.6	-2.6	-1.6	1.2	-2.7	i	4.0	-7.5
CC(C)CNS(=O)(=O)c1ccc(Br)cc1N1CCC[C@@H]1CO	0.0	-0.2	-3.9	2.7	2.2	-1.3	i	-6.6	-4.1
COc1ccccc1N1CC(C(=O)OC(C)C(=O)Nc2ccc(F)cc2)CC1=O (centres undefined)	-7.7	-0.5	-4.0	-5.3	-2.3	1.5	i	-46.9	-3.5
Cc1cc2ncc(Cl)nc2cc1C	-5.3	-0.3	-1.8	1.5	-0.1	0.6	i	-7.6	-2.8
Fc1ccc(-n2c(Cc3ccccc3)nnc2SCc2nc(-c3ccc(Cl)cc3)no2)cc1	52.6*	1.5	3.0	5.4	5.4	0.0	i	-5.5	-0.8
CCOC(=O)c1c(-c2ccc(-c3ccccc3)cc2)csc1NC(=O)c1cccc(N2C(=O)CCC2=O)c1	38.1	-0.8	4.6	-5.2	-9.7	0.0	i	-1.3	-0.5
O=C(COC(=O)/C=C/c1ccc(OC(F)F)cc1)Nc1cccc(S(=O)(=O)N2CCCC2)c1	19.6	-0.1	-8.9	-5.8	4.0	2.7	i	-19.4	-2.9
COc1ccc(C2CC(c3ccc(OC)cc3)n3nc(N)nc3N2)cc1 (centres undefined)	-5.7	-1.6	0.7	-1.5	-1.9	-2.0	i	9.9	-8.7
CCN(CC)S(=O)(=O)c1ccc(OC)c(NC(=O)c2cc([N+](=O)[O-])ccc2Cl)c1	19.1	1.4	-0.2	1.9	-14.4	-2.1	i	0.7	-1.8
CC(C)Cc1nnc(NC(=O)CSc2nc(N)cc(=O)[nH]2)s1	-6.0	1.2	-4.3	-1.6	3.4	5.2	i	18.1	-1.1
OC(COc1ccccc1F)CN1CCC(Cc2ccccc2)CC1 (centres undefined)	-7.8	1.2	1.8	2.6	4.3	-1.3	i	1.3	-7.6
NC(=O)C1CCN(CC(O)COc2ccc(-c3ccccc3)cc2)CC1 (centres undefined)	-2.6	-1.6	-7.7	-4.1	1.1	-0.1	i	0.1	-2.2
Cc1sc2ncn(CC(=O)N3CCCCC3)c(=O)c2c1C	-3.4	-0.1	-3.1	-0.9	2.1	2.1	i	1.9	-4.4
O=C(NCCC(=O)N1CCC2(CC1)NCCc1[nH]cnc12)c1cccc(Cl)c1	0.1	0.3	4.2	1.7	1.5	3.7	i	-13.0	-3.1
Cc1ccc(-c2nc3ccc(NS(=O)(=O)c4ccccc4)cc3[nH]2)o1	0.0	4.0	-2.9	3.8	12.0	-0.8	i	0.9	-3.6
COc1ccc(N(CC(=O)NC2CCCC2)C(=O)c2ccc(C)s2)cc1OC	-2.0	-0.1	3.4	0.6	1.0	0.6	i	2.3	-5.3
Nc1ccc(OC(=O)Nc2ccc(O)cc2)cc1	-2.6	-1.1	0.5	-2.7	11.2	-0.9	i	6.1	0.0
CCCS(=O)(=O)N1CCCC(C(=O)NC(C)c2ccc3c(c2)OCCO3)C1 (centres undefined)	-2.2	0.5	-0.3	-0.1	3.5	2.2	i	-3.3	0.7
CCCCC(=O)NS(=O)(=O)c1ccc(N=NN(CC)CC)cc1	-2.8	3.9	0.0	-0.9	-4.8	1.4	i	12.8	-3.4
CC(=O)Nc1ccc(NC(=O)CN(C)S(=O)(=O)c2ccc3c(c2)CCC(=O)N3)cc1	-1.5	-1.2	-15.3	2.6	1.6	6.3	i	-1.2	-2.9
CC1CN=C(N(C(=O)Nc2ccccc2)c2ccc(S(=O)(=O)N3CCOCC3)cc2)S1 (centres undefined)	15.5	1.1	2.4	-6.0	-1.9	-2.1	i	-3.2	0.3
CN(C)c1ccc(/C=N/n2c(-c3cccnc3)n[nH]c2=S)cc1	0.4	4.0	1.9	-1.2	4.1	-2.1	i	-17.4	-2.7
O=c1cc(-c2ccc(O)c(O)c2)oc2c(C3O[C@H](CO)[C@@H](O)[C@H](O)[C@H]3O)c(O)cc(O)c12 (some centres undefined)	-14.3	5.6*	-10.3	-3.1	4.5	22.4*	i	-2.8	-4.0
CCC(=O)N1C(Cc2ccccc2)COC1(C)C (centres undefined)	-5.2	0.3	2.5	3.5	3.2	2.1	i	11.4	-2.6
C[C@H](NC(=O)c1nc[nH]c1C(=O)N[C@@H](CCCCNC(=O)OC(C)(C)C)C(=O)OC(C)(C)C)C(=O)OC(C)(C)C	73.3*	-0.7	-4.0	-3.2	-5.4	-0.4	i	-5.7	0.1
COc1ccc(C2C=C(C)Nc3ncnn32)cc1 (centres undefined)	-1.4	0.9	3.3	-2.7	0.3	3.1	i	-1.2	-1.0
NC(=O)C1CCN(C(=O)c2ccc(-c3ccccc3Cl)o2)CC1	-2.2	-0.7	-6.9	8.2	-2.4	0.9	i	7.8	-3.4
O=C1CCCc2ccccc2N1Cc1cccc(F)c1	-2.0	0.0	-7.5	2.4	-2.0	-1.9	i	1.4	-1.4
N/C(=N\OS(=O)(=O)c1ccc2ccccc2c1)c1cccnc1	-9.5	0.3	0.3	-1.8	2.0	-3.0	i	7.8	-3.4
Cc1ccc(NS(=O)(=O)c2ccc(NC(=O)C3CC3)cc2)c(C)c1	4.0	-0.1	-11.2	3.5	-6.7	-1.6	i	-3.4	-2.0
O=C(O)c1ccccc1Sc1ncnc2sccc12	-2.7	0.7	-1.2	2.2	-0.5	1.2	i	8.9	-3.2
Cc1nn(Cc2ccc(Cl)cc2)c(C)c1NC(=O)CCCn1nc([N+](=O)[O-])c(Cl)c1C	10.5	-0.2	-1.9	4.6	2.3	-0.5	i	3.2	-7.8
C[C@H](NC(=O)[C@@H]1Cc2ccccc2CN1)C(=O)NC1CCCC1	-7.0	0.3	-6.2	2.8	0.4	5.8	i	-4.3	-2.2
COc1ccccc1OCC(=O)N/N=C1\CCc2ccccc21	-4.1	-0.1	10.7	1.0	-1.0	3.4	i	10.1	-0.8
Cc1cccc(OCc2n[nH]c(=S)o2)c1	-10.6	-0.1	-9.1	1.0	2.9	-0.3	i	-105.2	5.8
COc1ccc(C(=O)NNC(=O)C23CC4CC(CC(C4)C2)C3)c(OC)c1	-3.7	0.1	-10.3	2.3	-1.6	-1.1	i	-0.4	-0.2
Cc1ccc(CS(=O)(=O)CCC(=O)NCCN(C)Cc2ccccc2)cc1	-6.1	0.7	-5.9	2.4	-1.3	-1.6	i	15.6	-2.1
O=C(Nc1ccc(Cl)cc1Cl)c1n[nH]c(Cn2cncn2)n1	-9.0	-0.4	-16.4	-1.3	3.7	-5.0	i	-1.0	-0.7

Full records as entered above. Order of screens: FAS-TE inh, MsrA inh, E coli Lon inh, CSN deneddyl inh, MT1-MMP act inh, Rin1-Abl PPI inh, Rpn11 inh, PABP1 MLLE inh, MsrA act
COc1ccc(C(=O)NNC(=O)C23CC4CC(CC(C4)C2)C3)c(OC)c1 reads -3.7, 0.1, -10.3, 2.3, -1.6, -1.1, i, -0.4, -0.2
C[C@H](NC(=O)[C@@H]1Cc2ccccc2CN1)C(=O)NC1CCCC1 reads -7.0, 0.3, -6.2, 2.8, 0.4, 5.8, i, -4.3, -2.2

Continuation.
compound	FAS-TE inh	MsrA inh	E coli Lon inh	CSN deneddyl inh	MT1-MMP act inh	Rin1-Abl PPI inh	Rpn11 inh	PABP1 MLLE inh	MsrA act
CC(=O)Nc1ccc(N2CCN(C(C)=O)CC2)cc1	-3.7	0.2	-12.3	-1.1	7.4	1.6	i	-4.7	-3.5
Cc1cccc(C(=O)NCCC(=O)Nc2ccc(C)c(F)c2)c1	5.1	-0.6	0.3	-3.9	-0.6	2.2	i	5.8	-10.0
CCOC(=O)C(C)n1cnc2sc(C)c(C)c2c1=O (centres undefined)	-5.9	0.9	-2.0	7.3	2.9	0.2	i	2.5	-2.1
O=C(Nc1ccc(-c2nc3cccnc3s2)cc1)c1ccc(Cl)nc1	-4.0	0.9	1.4	-5.3	7.7	2.2	i	-27.6	-3.1
Cc1ccc2c(=O)n3c(nc2c1)C(Cc1ccccc1)NC(=O)c1cc2ccccc2cc1-3 (centres undefined)	76.4*	0.5	-3.1	1.0	-5.6	-3.0	i	-10.1	-1.6
O=C1C2C3C=CC(C3)C2C(=O)N1Cc1ccccc1 (centres undefined)	-9.3	-0.3	-4.6	1.3	0.1	1.5	i	-9.9	-11.5
Cc1cnc(NC(=O)c2ccc3c(c2)OCCO3)s1	4.4	0.7	-6.1	-4.7	4.3	4.5	i	4.0	-3.3
NC(=O)c1c(NC(=O)Cn2nc(C(=O)O)c3ccccc3c2=O)sc2c1CCC2	-2.2	-1.0	0.6	11.3	2.2	-6.9	i	-0.5	-3.4
O=C(NC1=NCCS1)c1ccc(Cl)c(S(=O)(=O)N2CCCC2)c1	-3.6	-0.3	-3.2	2.9	0.4	2.9	i	-6.9	-3.2
Cc1cc2ccccc2n2c(SCC(=O)Nc3ccc(S(=O)(=O)N4CCC(C)CC4)cc3)nnc12	15.7	0.6	-4.2	-11.3	4.3	-1.9	i	4.0	1.3
Cc1onc(C(=O)N2CCN(C(c3ccccc3)c3ccccc3)CC2)c1[N+](=O)[O-]	25.0	0.2	-0.9	-0.5	-11.0	0.1	i	4.3	1.3
O=C(CN1C(=O)C2CC=CCC2C1=O)Nc1ccc(F)c(Cl)c1 (centres undefined)	-3.4	-0.6	6.1	-1.1	2.8	2.5	i	-30.7	2.5
CCOC(=O)Cc1csc(-n2sc3ccccc3c2=O)n1	-6.7	0.6	5.6	5.7	-2.8	-5.9	i	10.2	3.2
CC1(C)C(=O)Nc2ccccc2N1C(=O)COC(=O)/C=C/c1ccc(OC(F)F)cc1	-1.8	-2.0	-1.6	-6.8	0.5	-2.0	i	-5.2	-1.6
Cc1nc(Nc2ccc(S(N)(=O)=O)cc2)oc1C	-2.2	-0.8	4.3	-2.1	4.4	-0.3	i	1.3	-3.6
C=CCc1ccccc1OCC(O)CN1CCN(CCN2C(=O)c3cccc4cccc(c34)C2=O)CC1 (centres undefined)	-0.2	1.6	4.8	7.3	12.2	-8.4	i	0.3	-2.6
CN1CCN(CC(C)(C)NS(=O)(=O)c2ccccc2)CC1	-2.8	0.5	-4.2	-2.6	-4.3	4.5	i	8.0	-5.3
COc1ccccc1CNC(=O)C1=CCN(S(=O)(=O)c2ccc(C)cc2)CC1	0.5	0.7	-0.6	-3.2	2.0	-0.5	i	15.8	-10.8
O=C(CN1CCCCCC1)Nc1cc([N+](=O)[O-])ccc1Cl	14.5	2.0	3.1	-1.2	4.0	-2.4	i	9.0	-8.8
CCOC1=NN(c2ncc(C(F)(F)F)cc2Cl)C(=O)/C1=C/N(C)C	-4.4	-1.5	-3.9	-11.9	-2.6	5.5	i	-10.3	-3.5
Cc1c(NC(=O)c2c(O)c3ccccc3n(C)c2=O)c(=O)n(-c2ccccc2)n1C	-12.7	1.9	-2.5	-1.7	-2.1	2.1	i	2.7	-14.2
